WRN inhibitor: blocks human WRN helicase; Q14191; WRN helicase unwinding, fluorescent forked duplex, kinetic; Potency, µM (top dose mostly 114 µM), for the others: at the top dose activity change, negative = inhibition, usual class: inhibitors; actives 0.46% (n = 360,000); also: potency is read from the fitted curve at half-maximal effect; % is scaled to controls: 0 for no effect and ±100 for the full control effect; nearly all actives have a fitted effect of over 55% in size
Target sequence (Q14191 whole entry, looked up): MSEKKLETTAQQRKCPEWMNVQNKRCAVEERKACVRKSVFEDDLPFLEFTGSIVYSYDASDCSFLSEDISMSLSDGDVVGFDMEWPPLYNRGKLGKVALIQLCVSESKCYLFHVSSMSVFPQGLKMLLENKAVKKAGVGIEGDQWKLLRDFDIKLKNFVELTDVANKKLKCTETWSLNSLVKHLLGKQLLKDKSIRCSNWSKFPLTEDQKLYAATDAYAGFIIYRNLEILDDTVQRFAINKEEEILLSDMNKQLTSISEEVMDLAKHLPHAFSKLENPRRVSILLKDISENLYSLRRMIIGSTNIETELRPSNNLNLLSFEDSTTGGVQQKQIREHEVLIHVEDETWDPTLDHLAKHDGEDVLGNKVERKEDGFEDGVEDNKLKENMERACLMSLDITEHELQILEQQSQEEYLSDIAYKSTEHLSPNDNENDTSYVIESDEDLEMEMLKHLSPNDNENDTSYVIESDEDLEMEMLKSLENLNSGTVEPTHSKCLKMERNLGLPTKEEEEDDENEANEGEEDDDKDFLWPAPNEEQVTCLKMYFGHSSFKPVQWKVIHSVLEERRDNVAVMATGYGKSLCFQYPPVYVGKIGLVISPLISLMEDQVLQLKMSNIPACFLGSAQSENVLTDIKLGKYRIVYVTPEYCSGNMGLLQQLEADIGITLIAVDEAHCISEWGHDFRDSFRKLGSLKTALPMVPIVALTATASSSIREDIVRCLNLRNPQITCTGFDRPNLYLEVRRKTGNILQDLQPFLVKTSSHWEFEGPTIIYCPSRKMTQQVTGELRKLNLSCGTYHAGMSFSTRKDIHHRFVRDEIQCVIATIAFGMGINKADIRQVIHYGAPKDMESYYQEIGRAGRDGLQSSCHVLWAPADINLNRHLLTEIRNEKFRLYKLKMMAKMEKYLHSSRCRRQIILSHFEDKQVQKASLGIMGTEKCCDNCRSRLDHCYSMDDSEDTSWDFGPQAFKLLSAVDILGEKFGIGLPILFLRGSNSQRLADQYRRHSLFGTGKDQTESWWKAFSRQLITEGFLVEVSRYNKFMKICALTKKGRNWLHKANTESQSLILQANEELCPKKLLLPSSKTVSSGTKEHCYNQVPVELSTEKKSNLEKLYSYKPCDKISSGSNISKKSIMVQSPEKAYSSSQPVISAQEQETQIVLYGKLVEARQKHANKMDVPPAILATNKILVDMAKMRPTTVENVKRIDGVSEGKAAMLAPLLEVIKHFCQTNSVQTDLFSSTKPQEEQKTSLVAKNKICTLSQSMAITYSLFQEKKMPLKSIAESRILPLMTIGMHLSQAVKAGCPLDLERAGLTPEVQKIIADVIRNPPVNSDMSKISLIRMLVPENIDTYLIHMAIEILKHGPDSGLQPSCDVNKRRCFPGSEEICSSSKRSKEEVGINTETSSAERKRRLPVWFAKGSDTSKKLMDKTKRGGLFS
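WRN at 20 nM final was preincubated with compound for 15 min at room temperature; reaction started with 100 nM forked duplex oligonucleotide carrying fluorophore and quencher plus 2 mM ATP (final). Unwinding followed kinetically by red fluorescence (ex 525/em 598 nm).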
KB-V1 MDR tox: KB-V1 MDR subline cytotoxicity. Potency, µM (highest dose often 46.1 µM), for the others: top-dose activity change, negative = cytotoxicity, usual class: cytotoxic. actives 3.4% (n = 400,000). KB-V1 MDR cells viability, CellTiter-Glo, 72 h. AID 1347076; also: potency is read from the fitted curve at half-maximal effect; % is scaled to controls: 0 for no effect and ±100 for the full control effect; nearly all actives have a fitted effect of over 60% in size
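KB-V1, DMEM (no phenol red) + 10% FBS; cpd pin-transferred, titration series; 72 h, 37 degrees C; CellTiter-Glo, luminescence. Data normalized, curve-fit.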
HT1080-NT tox: kills 2HG-producing HT-1080-NT fibrosarcoma cells; HT-1080-NT fibrosarcoma viability, CellTiter-Glo ATP luminescence, 48 h; Potency, µM (titrated, usually from 46.1 µM), for the others: top-dose activity, negative = less viability, actives largely listed as cytotoxic; actives 1.6% (n = 360,000);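 also: NT is the 2HG producing partner of a matched IDH1 knockdown line; potency is read from the fitted curve at half-maximal effect; 0% = DMSO-treated cells and -100% = media-only wells without cells; nearly all actives have a fitted effect of over 55% in size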
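Fibrosarcoma NT cells, 750 per well in 5% FBS RPMI, were exposed to compound for 48 hours. Viability: CellTiter-Glo luminescence.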
KB-3-1 cytotox: kills parental KB-3-1 adenocarcinoma cells | KB-3-1 viability, CellTiter-Glo ATP luminescence, 72 h | Potency, µM (titrated, usually from 46.1 µM), for inactives: top-dose activity change, negative = cytotoxic, actives largely listed as cytotoxic | actives 1.4% (n = 400,000) | AID 1347075; also: potency is read from the fitted curve at half-maximal effect; % is scaled to controls: 0 for no effect and ±100 for the full control effect; nearly all actives have a fitted effect of over 60% in size
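Viability of parental KB-3-1 cells, measured by CellTiter-Glo luminescence, followed a 72 h incubation at 37 °C with pinned compounds in phenol-red-free DMEM containing 10% FBS.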
ATXN2 expr inh: inhibitors of ATXN2 expression. HEK-293 ATXN2-luciferase reporter, luminescence, 24 h. actives 0.72% (n = 360,000). Potency, µM (top dose mostly 57 µM), inactives show top-dose activity change, negative = inhibition, actives largely listed as inhibitors; also: potency is read from the fitted curve at half-maximal effect; % is scaled to controls: 0 for no effect and ±100 for the full control effect; nearly all actives have a fitted effect of over 55% in size
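ATXN2-luciferase reporter cells (luciferase flanked by upstream and downstream ATXN2 gene portions) were treated 24 h at 37 °C with compounds at up to 57 uM. SteadyGlo luminescence gave expression; GF-AFC fluorescence gave viability.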
IL-1B inflam inh: blocks inflammasome-driven IL-1 beta release. activity change, % at 57.5 µM. actives 4.7% (n = 360,000). AID 743279. THP-1 LPS/ATP IL-1B secretion, AlphaLISA, 16 h; active compounds read low; in the data active = activity change below about -50%; inconclusive = mostly about -30% to -49%; also: % is scaled to controls: 0 for no effect and ±100 for the full control effect
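Secreted IL-1B measured by AlphaLISA bead assay after 16 h compound exposure of THP-1 cells; compounds (final up to 57.5 uM) added 1 h before LPS (250 ng/mL) and ATP (1.25 mM) stimulation; lower signal means less secretion.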
HT1080 IDH1KD tx: kills HT-1080 cells with IDH1 knockdown. HT-1080 IDH1 knockdown viability, ATP luminescence, 48 h. Potency, µM (top dose mostly 46.1 µM), inactives show at the highest dose activity, negative = toxicity, most hits filed as cytotoxic. actives 2% (n = 360,000);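 also: potency is read from the fitted curve at half-maximal effect; 0% = DMSO wells and -100% = cell-free medium wells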
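In this qHTS, HT-1080 cells depleted of IDH1 are exposed for 48 h at 37 °C to compound titrations. Toxicity is scored from CellTiter-Glo luminescence, with DMSO as full viability and medium alone as none.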
SW480 rerep: DNA re-replication induction in SW480 cells; SW480 DNA re-replication, Hoechst DNA content imaging, 48 h; Potency, µM (highest dose often 46.1 µM), inactives show top-dose re-replication activation, most hits filed as activators; AID 624297; actives 1.8% (n = 340,000); also: potency is read from the fitted curve at half-maximal effect; % of control where 0% means no effect; nearly all actives have a fitted effect of over 55% in size
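Compounds, transferred as 23 nL by pin tool, were incubated with cells for 48 hr; DNA content per nucleus was then quantified by Hoechst staining and fluorescence plate imaging.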
MCF10A rereplic: DNA re-replication induction in MCF 10a cells. MCF 10A DNA re-replication, Hoechst nuclear intensity, 48 h. Potency, µM (highest dose often 46.1 µM), for the others: at the highest dose activity, positive = re-replication, actives largely listed as activators. actives 2.9% (n = 350,000). AID 624296; also: potency is read from the fitted curve at half-maximal effect; % of control where 0% means no effect; nearly all actives have a fitted effect of over 50% in size
Active calls of the source: *; ? = inconclusive; . = not tested or not shown; [ ] = another dose, or the depositor's remark. Unless noted, calls follow the shape of the dose curve; as a rule, active = well fitted curve in the direction sought with a large enough effect; inconclusive = small, poorly fitted or top-dose-only effect, or another doubt; inactive = no such curve, though single readings can be large; an effect the other way counts as inactive or inconclusive.

Preview, 5 compounds:
SMILES	WRN inhibitor	KB-V1 MDR tox	HT1080-NT tox	KB-3-1 cytotox	ATXN2 expr inh	IL-1B inflam inh	HT1080 IDH1KD tx	SW480 rerep	MCF10A rereplic
CCC(C)(O)c1[nH]c2ccc(C#N)cc2c1C (stereo not drawn)	2%	-13%	1%	-3%	9%	24	-1%	-3%	27%
O=C(COC(=O)c1ccccn1)Nc1cccc(Cl)c1	11%	10%	-3%	10%	-7%	11	-5%	-5%	-9%
Cc1ccc(S(=O)(=O)N2CCCCC2)cc1C(=O)N(C)CCOc1ccccc1	10%	-22%	27%	-1%	-12%	1	0%	-5%	5%
CC(C(=O)N1CCc2ccccc21)N1CCN(c2cccc(C(F)(F)F)c2)CC1 (stereo not drawn)	-7%	-24%	?	-27%	-17%	?	-19%	-12%	14%
CCN(CC(=O)NCc1ccc(Cl)cc1)C(=O)CSc1ccc(Br)cc1	-20%	.	5%	.	-15%	-12	-19%	-4%	-2%

Results, previewed entries included:
SMILES	WRN inhibitor	KB-V1 MDR tox	HT1080-NT tox	KB-3-1 cytotox	ATXN2 expr inh	IL-1B inflam inh	HT1080 IDH1KD tx	SW480 rerep	MCF10A rereplic
CCC(C)(O)c1[nH]c2ccc(C#N)cc2c1C (stereo not drawn)	2%	-13%	1%	-3%	9%	24	-1%	-3%	27%
O=C(COC(=O)c1ccccn1)Nc1cccc(Cl)c1	11%	10%	-3%	10%	-7%	11	-5%	-5%	-9%
Cc1ccc(S(=O)(=O)N2CCCCC2)cc1C(=O)N(C)CCOc1ccccc1	10%	-22%	27%	-1%	-12%	1	0%	-5%	5%
CC(C(=O)N1CCc2ccccc21)N1CCN(c2cccc(C(F)(F)F)c2)CC1 (stereo not drawn)	-7%	-24%	?	-27%	-17%	?	-19%	-12%	14%
CCN(CC(=O)NCc1ccc(Cl)cc1)C(=O)CSc1ccc(Br)cc1	-20%	.	5%	.	-15%	-12	-19%	-4%	-2%
Cc1cccc(OCc2nnc(SCC(=O)OC3CCCCC3)o2)c1	-7%	?	0%	19%	4%	2	1%	-4%	-1%
CC(C)CCN1C(=O)c2ccc(C(=O)OCC(=O)N(CC(C)C)C3CCS(=O)(=O)C3)cc2C1=O (stereo not drawn)	-10%	9%	1%	8%	-5%	0	1%	-9%	-4%
COCCNC(=O)Cn1cc(C(=O)c2cccs2)c2ccccc21	-2%	1%	19%	4%	8%	-3	9%	-6%	1%
COc1ccc(CNC(=O)C2CCCN2S(=O)(=O)c2ccc(Cl)cc2)cc1 (stereo not drawn)	-2%	?	13%	1%	-12%	0	-1%	1%	-6%
CC(C)OCCCNCC(O)c1ccccc1 (stereo not drawn)	-5%	?	0%	4%	-1%	-12	-5%	-121%[inhibitor]	2%
COc1cc(/C=N\NC(=O)C(C)(C)O)ccc1OC/C=C/c1ccccc1	-2%	-3%	-7%	13%	-17%	-9	-26%	?	4%
CC1CCN(CC(=O)Nc2ccccc2Sc2ccccc2)CC1	-9%	-28%	-24%	-21%	-7%	5	-22%	?	15µM*
COc1ccc(C(=O)Nc2ccnn2C2CCN(C(=O)c3cc(C)on3)CC2)cc1	-8%	-3%	0%	0%	13%	-2	3%	0%	14%
CC(C)C(C(=O)Nc1nccs1)c1ccc(Cl)cc1 (stereo not drawn)	-1%	?	?	-10%	-30%	0	10µM*	-2%	-2%
Cc1ccc(-c2nc(N)sc2CC(=O)OCC(=O)NC2CCCC(C)C2C)cc1 (stereo not drawn)	-4%	-2%	0%	8%	8%	5	9%	-38%[inhibitor]	?
COc1ccc(OC)c(CNC(=O)C2CCCN(S(=O)(=O)N3CC(C)CC(C)C3)C2)c1 (stereo not drawn)	2%	0%	12%	-2%	3%	-14	-9%	4%	0%
Cc1c(Cl)cccc1NC(=S)NCc1cccs1	-8%	2%	-11%	-6%	-23%	0	-7%	-10%	29%
Cc1ccc(S(=O)(=O)N2CCN(C(=O)CSc3ccc(F)cc3)CC2)cc1	14%	?	15%	1%	4%	-7	5%	8%	?
Cc1ccc(/C=N/NC(=O)CSc2nnc(-c3ccc(Cl)cc3)n2-c2ccccc2)o1	-16%	2%	-2%	21%	-11%	1	-3%	27%	?
COc1ccc(NC(=O)N(O)C2(C#N)CCCCC2)cc1	-3%	-15%	-2%	12%	31%	9	17%	0%	13%
O=C(COc1nsnc1N1CCOCC1)N1CCOCC1	4%	-4%	3%	1%	3%	13	7%	-5%	-9%
Cc1cc2ccccn2c1C(=O)Nc1cccc(Cl)c1	10%	-28%	-3%	-14%	15%	0	0%	1%	1%
Cn1c(=O)[nH]c(=O)c2[nH]c(CO)nc21	2%	-2%	22%	3%	6%	3	28%	-1%	-1%
COc1ccccc1-c1noc(-c2cccs2)n1	4%	4%	-2%	1%	82%[activator]	30	13%	-9%	16%
Cc1ccc(C23CC4CC(CC(CC(=O)NC(C)(C)CO)(C4)C2)C3)cc1	0%	6%	-16%	-18%	.	34	-12%	0%	-14%
CC(=O)Nc1ccc(NC(=O)C(C)OC(=O)C(C)SCC(=O)Nc2ccc(C)cc2)cc1 (stereo not drawn)	8%	1%	2%	2%	-8%	22	3%	-1%	0%
CCOc1ccc(CN(C)C(=O)CNC(=O)c2ccc3ccccc3c2)cc1OC	-4%	?	-8%	-1%	-37%	?	-7%	-11%	0%
Cc1c(Cl)cccc1NC(=O)CC1Sc2ccccc2NC1=O (stereo not drawn)	3%	?	8%	2%	.	7	10%	-1%	-2%
COc1ccc(CNC(=O)C2(c3ccc(Cl)cc3)CC2)cc1	-8%	-34%	-14%	-2%	-16%	-7	-28%	-4%	5%
CCOC(=O)c1ccc(NC(=O)CC2S/C(=N/N=C/c3c[nH]c4ccccc34)NC2=O)cc1 (stereo not drawn)	-30%[57.1 µM]	11%	?	0%	-4%	-68*	?	?	?
CNC(C)c1cc(OC)ccc1OC (stereo not drawn)	-4%	3%	5%	-2%	-8%	-1	-25%	-4%	-1%
CC(=O)c1sc(NC(=O)CCCc2nc3ccccc3c(=O)[nH]2)nc1-c1ccccc1	2%	14%	-21%	14%	.	?	-8%	0%	28%
Cc1noc(C)c1NC(=O)Nc1ccc2c(c1)C(=O)N([C@H](C)CO)C[C@H](C)[C@@H](CN(C)S(=O)(=O)c1ccccc1)O2	-6%	-13%	13%	-1%	3%	-18	-3%	-5%	2%
COC(=O)c1ccc(-c2nn(C)c(=O)c3ccccc23)cc1	7%	-13%	10%	-7%	6%	3	21%	-5%	-3%
S=c1[nH]nc(COc2ccc(Cl)cc2Cl)n1-c1ccccc1	-5%	-3%	-6%	4%	-34%	-4	-3%	12%	0%
COCCCn1c(Cc2ccccc2)nnc1SCC(=O)N1CCCCC1	-7%	-3%	?	-5%	5%	0	0%	0%	-5%
Cc1oc2c(C)c3oc(=O)c4c(c3cc2c1C)CCC4	0%	-4%	16%	10%	2%	-11	-4%	-6%	6%
Cc1ccc(C(=O)NCC(=O)NCc2ccc(Cl)cc2)s1	10%	14%	1%	-1%	-9%	26	3%	-4%	11%
COc1ccc(C(=O)NC(=S)N2CCN(c3ccccc3OC)CC2)cc1	-2%	2%	-23%	-6%	-3%	-23	-1%	?	36%
CCOC(=O)Cn1c(=N)n(CCOc2ccc(Br)cc2)c2ccccc21	6%	-6%	0%	0%	-20%	.	-13%	-4%	-21%
Cc1ccc(NC(=S)NCC2CCN(C(C)c3ccccc3)C2)cc1C (stereo not drawn)	-2%	-8%	2%	-6%	.	-29	1%	-3%	0%
O=C(NC1CCCN(Cc2ccc(Cl)cc2)C1)c1ccnc(Cl)c1 (stereo not drawn)	5%	6%	4%	-6%	-13%	-2	-13%	10%	11%
CCOC(=O)c1cnc2c(C)c(Cl)ccc2c1N1CCOCC1	-9%	-31%	17%	-7%	9%	3	-2%	-11%	2%
S=C(NCc1ccncc1)Nc1cccc(Cl)c1	5%	?	1%	3%	-4%	-2	-2%	-5%	-1%
Cc1cccc(C)c1NC(=S)NN1CCN(C)CC1	0%	2%	13%	0%	2%	35	1%	2%	2%
O=C(O/N=C\c1ccc(N2CCCCC2)c([N+](=O)[O-])c1)c1cccc(C(F)(F)F)c1	-11%	?	7%	?	-21%	-16	1%	8%	2%
COCCn1c(=S)[nH]c2cc(C(=O)NCc3ccc(F)cc3)ccc2c1=O	-4%	-23%	8%	-27%	.	-11	-10%	.	.
CCOC(=O)Cn1c(CN2CCN(C(c3ccccc3)c3ccccc3)CC2)nc2c1c(=O)n(C)c(=O)n2C	-9%	0%	0%	?	3%	32	-13%	3%	17%
CCN1C(=O)[C@@H]2[C@@H](c3ccc(-c4ccc(OC)cc4)cc3)N3CCCC[C@@]3(C(=O)OC)[C@@H]2C1=O	-7%	2%	-1%	-4%	-12%	-6	-13%	5%[9.22 µM]	21%
Cc1cccc(N2CCN(C(=O)c3ccc(Cl)c(NC4=NC5CS(=O)(=O)CC5S4)c3)CC2C)c1 (stereo not drawn)	-3%	?	-1%	7%	7%	7	-6%	-18%	0%
O=C(Nc1ccc(-n2ccnc2P(=O)(O)c2ccccc2)cc1)c1ccccc1Br	-25%	26%	-4%	1%	6%	10	-3%	0%	0%
COc1cccc(Oc2ccc(N/C=C/C(=O)C(C)(C)C)cc2)c1	-6%[57.1 µM]	-16%	-6%	-4%	9%[11.3 µM]	-65*	-4%	?	-3%
COc1ccc(NC(=O)CS(=O)CC(=O)Nc2ccc(OC)c(OC)c2)cc1 (stereo not drawn)	5%	-12%	-3%	9%	-8%	10	-3%	-5%	0%
N#CCCN(Cc1cccnc1)C(=S)NC1CC2C=CC1C2 (stereo not drawn)	-15%	-1%	1%	-3%	1%	24	0%	-8%	-2%
Cc1ccc(C(=O)N2CC(=O)NC(=O)C2)cc1	2%	23%	13%	8%	-12%	9	6%	9%	4%

Bioassay records as filed in PubChem BioAssay.
